Assay outcomes as filed in PubChem.
CAL PDZ FP-1 = inhibitors of human CAL PDZ peptide binding; Q9HD26; purified CAL PDZ, TMR-peptide fluorescence polarization, 1 h; inhibition, % at 20 µM; hit rate 0.02% among 330,000; AID 504414;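 active = highest replicate inhibition of at least 40%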;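 note: plate controls were DMSO neutral control wells for no effect and unlabeled competitor peptide control wells for full effect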
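Test system: tagged CAL PDZ domain / Buffer or medium: sodium phosphate/NaCl buffer pH 7.4 with TCEP, IgG, Thesit / Reagent: TMR-labelled reporter peptide T*-PRC34 bound in PDZ groove / Compound dosing: single point, 20 µM / Schedule: 1 h incubation at room temperature before polarization reading / Technique: fluorescence polarization (mP) / Benchmarks: unlabelled peptide, DMSO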
CAL PDZ FP-2 = inhibitors of human CAL PDZ peptide binding; hit rate 0.92% among 300,000; Q9HD26; inhibition, % at 24.9 µM; purified CAL PDZ, TMR-peptide fluorescence polarization, 1 h; AID 602252;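 active = mean inhibition of at least 30% with at least half of replicates also reaching 30%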;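 note: 0% = DMSO neutral control and 100% = excess unlabeled competitor peptide PRC23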
dFosB act = enhances mouse delta FosB homodimer DNA binding; purified delta FosB, TAMRA-CDK5 oligo fluorescence polarization; percent of positive-control signal above neutral wells; activation, % at 25 µM; AID 493131; hit rate 0.99% among 340,000;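 active = mean activation above about 17%, with every replicate also reaching it, limit read from the data, passing the limit was not always enough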;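 note: fluorescence polarization rise as delta FosB binds a TAMRA Cdk5 AP-1 oligo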
Target sequence (P13346 whole entry, looked up): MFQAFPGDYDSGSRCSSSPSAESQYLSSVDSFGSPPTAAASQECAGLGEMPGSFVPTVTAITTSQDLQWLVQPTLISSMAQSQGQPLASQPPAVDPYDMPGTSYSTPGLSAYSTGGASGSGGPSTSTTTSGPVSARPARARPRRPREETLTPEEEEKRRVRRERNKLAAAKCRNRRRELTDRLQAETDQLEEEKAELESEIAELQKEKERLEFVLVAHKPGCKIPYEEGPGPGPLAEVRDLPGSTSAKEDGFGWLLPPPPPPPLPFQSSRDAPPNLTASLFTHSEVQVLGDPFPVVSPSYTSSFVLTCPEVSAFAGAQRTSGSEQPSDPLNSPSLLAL
V-ATPase pH = alters yeast V-ATPase proton transport | AID 504577 | S. cerevisiae, pHLuorin cytosolic pH fluorescence | hit rate 0.37% among 350,000 | response, % at 10 µM; in the data active = response mostly above about 7.3%, no sharp cut-off; inactive = mostly below about 5.4%; note: actives read high; inactives centre near 0; some compounds called inactive have numbers as strong as hits
cardiac RTF act = cardiac RTF calcium sensitization; P19429+P45379; IANBD-labeled TnC RTF fluorescence at EC20 calcium; 0% EC20 calcium, 100% full calcium; activation, % at 7.2 µM; hit rate 0.24% among 340,000;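 active = activation above the mean over all tested compounds plus 3 SD, cut at about 30% in these data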;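 note: rise in fluorescence read as greater calcium sensitivity of cardiac thin filaments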
Wnt bcat act = activators of Wnt/beta-catenin signaling; activation, % at 9.35 µM; AID 743398; hit rate 1.2% among 300,000; Wnt/beta-catenin reporter cell assay, activator, plate reader; in the data active = activation above about 30%, passing the limit was not always enough;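 note: 0% = neutral control wells and 100% = positive control wells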
Tat export inh = inhibitors of E. coli Tat protein transport; E. coli MC4100 TorA-mCherry Tat export, fluorescence; inhibition, % at 10 µM; hit rate 0.036% among 340,000;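 active = mean replicate inhibition at least 50% and at least half of replicates individually reaching 50%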;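 note: exported cargo escapes ClpAP degradation while cytoplasmic cargo is degraded and loses fluorescence; 0% = median of neutral control wells and 100% = median of NaSCN control wells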
MITF TRPM1 HTS = increases MITF-driven TRPM1 promoter luciferase signal. hit rate 0.75% among 300,000. SK-MEL-5 TRPM1-promoter luciferase, 24 h; % of positive control, neutral wells = 0. activation, % at 12.5 µM;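 active = mean activation of at least 80% with every replicate also reaching 80%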;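 note: 0% = neutral control wells and 100% = parthenolide positive control wells; values of inactives mirror those of a sister screen read the other way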
Rtt109 Vps75 = C. albicans Rtt109 histone acetyltransferase inhibition; AID 540336; inhibition, % at 34.9 µM; hit rate 0.16% among 330,000; Q5AAJ8; purified Rtt109/Vps75, ThioGlo CoA-SH fluorescence, 4 h;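 active = inhibition of at least 50% in every replicate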
CDK5 p35 inh = blocks human CDK5/p35 kinase activity. Q00535+Q15078. Recombinant CDK5/p35, ADP-Glo luminescence, 60 min. inhibition, % at 10 µM. hit rate 0.01% among 330,000. AID 488839;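 active = highest replicate inhibition of at least 50% and at least 75% of replicates reaching 50%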;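 note: plate controls were DMSO neutral control for no effect and GW8510 at 10 µM for full effect; many of its hits are not listed in these tables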
Target sequence (Q00535 whole entry, looked up): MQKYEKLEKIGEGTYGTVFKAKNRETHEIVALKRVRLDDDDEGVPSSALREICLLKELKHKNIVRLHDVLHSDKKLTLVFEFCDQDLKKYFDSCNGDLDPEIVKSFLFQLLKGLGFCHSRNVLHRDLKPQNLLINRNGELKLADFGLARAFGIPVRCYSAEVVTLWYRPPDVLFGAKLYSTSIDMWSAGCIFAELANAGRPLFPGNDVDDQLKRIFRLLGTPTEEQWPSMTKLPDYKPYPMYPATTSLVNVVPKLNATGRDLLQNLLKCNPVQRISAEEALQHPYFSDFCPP
Target sequence (Q15078 whole entry, looked up): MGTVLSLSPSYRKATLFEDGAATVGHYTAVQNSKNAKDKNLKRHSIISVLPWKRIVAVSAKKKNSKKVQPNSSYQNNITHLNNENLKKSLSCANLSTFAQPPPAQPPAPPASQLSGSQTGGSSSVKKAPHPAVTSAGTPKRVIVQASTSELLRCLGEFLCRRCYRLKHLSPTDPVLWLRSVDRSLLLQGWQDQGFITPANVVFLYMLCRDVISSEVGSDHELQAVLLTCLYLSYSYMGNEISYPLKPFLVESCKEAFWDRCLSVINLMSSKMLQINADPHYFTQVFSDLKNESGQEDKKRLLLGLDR
* hit, by the source's call; . = no result given. An unsorted share of the library, and some 4.1% of all compounds hit somewhere here.

SMILES	CAL PDZ FP-1	CAL PDZ FP-2	dFosB act	V-ATPase pH	cardiac RTF act	Wnt bcat act	Tat export inh	MITF TRPM1 HTS	Rtt109 Vps75	CDK5 p35 inh
CC(C)c1cccc(C(C)C)c1NC(=O)Cn1c(=O)cnc2ccccc21	-1.9	-4	-5	3	-4	0	-2	-4	19	1.3
CCOC(=O)Cc1csc(/N=C/c2c(O)n(-c3ccccc3C(F)(F)F)c(=O)c3ccccc23)n1	-0.9	-2	0	4	-3	-2	1	9	2	-0.2
CC(=O)Nc1ccc(SCC(=O)NC(=O)c2ccccc2Br)cc1	0.3	-4	1	-2	2	0	3	3	7	-0.7
CCOC(=O)C1=C(C)NC(=O)NC1c1ccc2c(c1)OCCO2 (stereo not given)	.	-1	-6	1	6	-4	-2	4	-4	0.8
COc1cc(C(C)=O)ccc1OCc1cn(CC(=O)c2ccc(O)cc2)nn1	-0.4	-5	1	3	-1	-3	1	1	-13	0.0
C[C@H](CO)N1C[C@H](C)[C@@H](CN(C)C(=O)Nc2ccc(C(F)(F)F)cc2)Oc2ccc(NS(=O)(=O)c3cccs3)cc2C1=O	-1.1	-3	-5	2	-2	-3	10	5	6	0.9
CC1(CC(=O)N/N=C/c2cc3c(cc2Br)OCO3)OCCO1	-0.2	-5	-6	-5	-3	-4	-4	13	-1	-6.4
CCOC(=O)C1(CC/C(C)=N\NC(N)=O)CC(C)OC1=O (stereo not given)	1.1	1	3	-3	6	.	-2	-14	2	-0.7
COc1cc(OC)cc(C(=O)NCC(=O)OCC(=O)N2CCc3ccccc32)c1	0.2	.	-3	-2	2	-1	-2	-9	-1	-0.5
CCCC(=O)Nc1nnc(SCC)s1	0.1	0	-1	1	1	10	-2	8	0	0.4
COC1=C(Nc2ccc(C)cc2)C(=O)c2ccccc2C1=O	0.6	8	-5	-2	-9	19	-2	-27	-7	4.0
Cc1ccc(C(=O)c2c(NC(=O)CSc3nnc(N)s3)sc3c2CCCC3)cc1	-0.6	-5	3	0	-7	-2	3	-18	9	1.6

Compound profiles, as listed above. Order of values: CAL PDZ FP-1	CAL PDZ FP-2	dFosB act	V-ATPase pH	cardiac RTF act	Wnt bcat act	Tat export inh	MITF TRPM1 HTS	Rtt109 Vps75	CDK5 p35 inh
Listed for CC(C)c1cccc(C(C)C)c1NC(=O)Cn1c(=O)cnc2ccccc21 = -1.9	-4	-5	3	-4	0	-2	-4	19	1.3
Listed for CC1(CC(=O)N/N=C/c2cc3c(cc2Br)OCO3)OCCO1 = -0.2	-5	-6	-5	-3	-4	-4	13	-1	-6.4
Listed for COC1=C(Nc2ccc(C)cc2)C(=O)c2ccccc2C1=O = 0.6	8	-5	-2	-9	19	-2	-27	-7	4.0
Listed for COc1cc(C(C)=O)ccc1OCc1cn(CC(=O)c2ccc(O)cc2)nn1 = -0.4	-5	1	3	-1	-3	1	1	-13	0.0
Listed for CCOC(=O)Cc1csc(/N=C/c2c(O)n(-c3ccccc3C(F)(F)F)c(=O)c3ccccc23)n1 = -0.9	-2	0	4	-3	-2	1	9	2	-0.2

Further results.
SMILES	CAL PDZ FP-1	CAL PDZ FP-2	dFosB act	V-ATPase pH	cardiac RTF act	Wnt bcat act	Tat export inh	MITF TRPM1 HTS	Rtt109 Vps75	CDK5 p35 inh
O=C1NC(c2ccc(-c3ccccc3[N+](=O)[O-])o2)C(C(=O)c2ccc(F)cc2)C(O)(C(F)(F)F)N1 (stereo not given)	-0.7	2	-17	1	5	0	-4	-4	8	2.1
COCCNC(=O)C1CCC(Cn2c(=S)[nH]c3ccccc3c2=O)CC1 (stereo not given)	-0.8	0	2	-4	-3	3	-2	-5	1	-0.8
Cc1ccc(NC(=O)COC(=O)CCNS(=O)(=O)c2ccc(C)c(C)c2)cc1	-2.0	-4	-5	3	2	.	-3	4	-1	5.0
CCS(=O)(=O)N1Cc2ccccc2CC1C(=O)Nc1nc2ccc(F)cc2s1 (stereo not given)	-1.3	-4	2	0	-1	7	0	6	5	1.9
COCCNc1nnc(SCC(=O)N(C)c2c(N)n(Cc3ccccc3)c(=O)[nH]c2=O)s1	-2.2	1	-5	1	6	-1	-5	4	-2	0.4
O=C1CCCN1CCCNS(=O)(=O)c1ccc(Br)s1	0.9	4	4	3	6	2	2	-1	-3	2.1
Cc1ccc(NC(=O)Nc2ccc3oc(C)nc3c2)cc1	-2.0	-1	6	1	1	54*	1	93*	-3	0.5
O=C(COC(=O)/C=C/c1ccc(F)cc1)Nc1ccccc1-c1ccccc1	-1.9	-5	-10	-2	1	-6	5	27	-3	1.0
COc1ccc([C@@H]2[C@@H]3C(=O)N(C(C)(C)C)C(=O)[C@@H]3[C@]3(Cc4ccc(Cl)cc4)C(=O)N(c4cccc(Br)c4)C(=O)N23)cc1	-1.5	-7	-5	3	7	0	-9	6	-8	-1.3
Oc1c(Br)cc(C2N=C(c3ccccc3Cl)NO2)cc1Br (stereo not given)	-1.9	1	4	2	-4	3	0	4	9	-1.1
Cc1c(NC(=O)CN2C(=O)NC(C)(c3ccc(OC(F)F)cc3)C2=O)c(=O)n(-c2ccccc2)n1C (stereo not given)	0.6	.	2	-3	-4	-5	6	-3	2	-0.4
CCOC(=O)/C(C(N)=NCc1ccco1)=C(/O)c1ccccc1	-2.8	-4	-12	1	0	.	-2	-18	4	0.4
CC(=O)NC(c1ccc(Cl)cc1)c1c(O)ccc2ccc(O)cc12 (stereo not given)	-2.1	-1	-2	2	0	-17	4	-2	-1	-0.3
COc1cccc(NC(=O)CSCc2cc(=O)n3nc(C4CC4)sc3n2)c1	-1.9	0	6	-1	2	0	-3	-2	6	0.8
O=C(CSc1nnnn1-c1cccnc1)Nc1ccccc1F	-2.7	-6	0	0	-1	0	-3	-3	-4	-1.3
COc1ccc(NC(=O)CSc2nnnn2-c2ccc(F)cc2)cc1	0.6	-8	5	5	-3	2	5	0	1	-1.4
O=C(Cc1c(F)cccc1Cl)N/N=C/c1cccs1	0.0	-5	6	-2	-4	1	-2	13	5	-1.1
c1ccc(-c2ccccc2-n2cnnn2)cc1	-0.8	-2	-2	4	-1	0	-1	14	-7	-1.0
COc1ccc(-c2nnn(CC(=O)N(CC(=O)NC3CCCC3)c3cccc(C)c3)n2)cc1OC	-0.6	-2	-13	8	-3	.	-4	-2	0	1.0
O=C(NC(=S)Nc1nc(-c2ccc(Cl)cc2)cs1)c1cccs1	0.4	0	-3	2	0	1	1	2	7	-1.0
O=C1N(Cc2cccnc2)C[C@@H]2C[C@@H](c3cccc(OC4CCCC4)c3)N3CCC[C@@]123	-1.1	-5	-1	-2	-2	-1	2	2	2	-0.2
O=C(O)C1CC(c2ccccc2)=Nc2ccccc2S1 (stereo not given)	-0.6	-2	-9	-1	-1	-2	4	51	-18	-0.8
C[n+]1ccccc1/C=C/c1ccccc1Cl	0.4	-2	-6	-1	1	0	-7	.	10	0.4
Cn1c(CNc2ccccc2)cc(=O)n(C)c1=O	-0.5	-1	-7	3	2	.	-12	7	-11	1.0
CCOC(=O)c1ccc(CN2Cc3ccccc3C2=O)cc1	-0.9	-4	-4	-3	-7	-1	4	9	-2	0.5
CCOc1ccc(S(=O)(=O)n2cc(F)c(=O)[nH]c2=O)cc1	-1.1	3	7	-1	.	-2	4	4	-3	0.3
CCn1c(=O)c(C(=O)NNC(=O)c2ccccc2Cl)c(O)c2ccccc21	-2.8	-2	-21	1	5	-1	-1	0	-2	1.1
CC[C@]12c3[nH]c4ccc(OC)cc4c3CCN1C(=O)C(CC(=O)NCCCN(C)C)C[C@@H]2C(=O)N1CCN(C(=O)C2CC2)CC1 (stereo not given in full)	-0.3	-1	-2	-2	1	-2	7	-3	2	-0.4
c1ccc(-n2ncc3c2ncn2nnnc32)cc1	-2.3	-3	1	-3	7	.	0	-1	-4	0.0
CCS(=O)(=O)N1Cc2ccccc2CC1C(=O)NCCc1c[nH]c2ccccc12 (stereo not given)	-1.3	-1	-8	-3	-1	-3	-3	-19	-13	-4.5
Cc1ccc(S(=O)(=O)NNC(=O)Nc2ccc(C)c(C)c2)c(C)c1	-1.6	.	-7	1	2	2	-4	-4	15	-2.9
COc1ccc(/C=C(/NC(=O)c2ccccc2)C(=O)NCc2ccncc2)cc1	-3.4	-7	-5	-6	-4	-2	-5	3	-2	.
C[C@@H]1C=C(C(=O)N2CCN(Cc3ccc4c(c3)OCO4)CC2)O[C@H](OCCCCO)C1	-0.2	-1	-2	4	2	-4	4	7	3	-1.0
CCCOc1ccc(C(=O)N(CC(C)C)c2c(N)n(Cc3ccccc3)c(=O)[nH]c2=O)cc1	-3.2	4	4	2	-7	-2	-3	1	35	0.7
Cc1nn(-c2ccccc2)c2sc(C(=O)OCC(=O)N3CCCCC3)cc12	-0.4	-4	-15	1	-4	.	6	3	8	-0.4
COc1cc(C2CC(=O)Oc3ccc(C(C)(C)C)cc32)cc(OC)c1OC (stereo not given)	0.0	-3	-9	-1	-3	-1	14	5	13	4.1

3 entries from above, arranged by the number in V-ATPase pH, lowest first:
canonical_smiles | V-ATPase pH
O=C(COC(=O)/C=C/c1ccc(F)cc1)Nc1ccccc1-c1ccccc1 | -2
O=C(CSc1nnnn1-c1cccnc1)Nc1ccccc1F | 0
COc1ccc(NC(=O)CSc2nnnn2-c2ccc(F)cc2)cc1 | 5

Returning to the listing with the 2 entries that preceded the break.
SMILES	CAL PDZ FP-1	CAL PDZ FP-2	dFosB act	V-ATPase pH	cardiac RTF act	Wnt bcat act	Tat export inh	MITF TRPM1 HTS	Rtt109 Vps75	CDK5 p35 inh
Cc1nn(-c2ccccc2)c2sc(C(=O)OCC(=O)N3CCCCC3)cc12	-0.4	-4	-15	1	-4	.	6	3	8	-0.4
COc1cc(C2CC(=O)Oc3ccc(C(C)(C)C)cc32)cc(OC)c1OC (stereo not given)	0.0	-3	-9	-1	-3	-1	14	5	13	4.1
Nn1c(SCC(=O)Nc2cc(S(=O)(=O)N3CCOCC3)ccc2Cl)nnc1-c1cccnc1	0.2	0	-10	-3	-3	-1	-8	-14	1	2.2
O=C(NCc1ccco1)c1cnn2cccnc12	-3.2	-5	-5	-1	0	11	6	-11	3	1.2
COc1ccc2oc(C(=O)OCC(=O)N(C)c3ccccc3)c(C)c2c1	-0.2	0	-13	1	-6	2	-1	11	-1	-0.5
CC(=O)N1CCc2cc(Br)cc(S(=O)(=O)CCC(=O)Nc3c(C)n(C)n(-c4ccccc4)c3=O)c21	-1.3	-5	-5	1	-4	0	-3	0	4	-1.7

Structures above marked active in Wnt bcat act:
Compound,CAL PDZ FP-1,CAL PDZ FP-2,dFosB act,V-ATPase pH,Wnt bcat act,Tat export inh,MITF TRPM1 HTS,Rtt109 Vps75,CDK5 p35 inh
Cc1ccc(NC(=O)Nc2ccc3oc(C)nc3c2)cc1,-2.0,-1,6,1,54*,1,93*,-3,0.5
